Assay outcomes (PubChem)
NR2E3 ag-1: activates human NR2E3 receptor; actives 0.35% (n = 360,000); inhibition of corepressor binding, % at 3.98 µM; AID 602229; CHO-S Gal4-NCOR/VP16-NR2E3 two-hybrid, luciferase;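 active = inhibition above the mean of all tested compounds plus 3 SD, cut at about 70% in these data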;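 also: 0% = DMSO with NR2E3 transfected cells and 100% = cells lacking NR2E3 construct; higher means lower luciferase signal from less NR2E3 corepressor binding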
Target sequence (Q9Y5X4 whole entry, looked up, the tested form may be a part): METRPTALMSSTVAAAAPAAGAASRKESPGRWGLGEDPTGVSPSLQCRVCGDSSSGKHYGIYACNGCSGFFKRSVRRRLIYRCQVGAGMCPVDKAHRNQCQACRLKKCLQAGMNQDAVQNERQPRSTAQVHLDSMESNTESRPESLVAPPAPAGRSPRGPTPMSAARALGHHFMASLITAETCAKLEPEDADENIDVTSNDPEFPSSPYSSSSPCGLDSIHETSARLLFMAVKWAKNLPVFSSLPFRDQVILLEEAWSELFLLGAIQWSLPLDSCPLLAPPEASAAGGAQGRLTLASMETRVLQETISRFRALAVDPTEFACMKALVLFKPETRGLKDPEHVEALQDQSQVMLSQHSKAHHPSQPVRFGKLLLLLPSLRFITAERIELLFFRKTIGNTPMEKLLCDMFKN
TWEAK Fn14 block: TWEAK-Fn14 signaling inhibition | actives 2% (n = 360,000) | AID 1159606 | TWEAK-stimulated Fn14 reporter cells, luciferase luminescence, 8 h | inhibition, % at 10 µM; in the data active = inhibition above about 50%
Peg3 promoter: Peg3 promoter activity inhibition | actives 1.7% (n = 360,000) | HeLa PEG-Prom luciferase reporter, luminescence, overnight | inhibition, % at 20 µM;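 active = inhibition of at least 50% at 20 µM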
C8 TRAIL sens: sensitizes caspase-8 expressing cells to TRAIL; NB7+C8 cells + TRAIL, ATPlite viability luminescence; inhibition (viability loss, TRAIL sensitization), % at 10 µM; actives 1% (n = 360,000); AID 624354;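 active = compounds causing at least 50% loss of cell viability in the single-dose screen, relative to plate controls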
TROY signal inh: inhibitors of TROY-dependent NF-kB signaling. actives 0.98% (n = 360,000). Q293 LMP1-TROYcd NF-kB luciferase reporter, 4 h. inhibition, % at 10 µM. AID 1347056;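 active = compounds whose plate-normalised and pattern-corrected inhibition of the luciferase reporter signal at the single screening dose is 50% or more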
KKLEB cytotox: CF airway cell cytotoxicity counter-screen; KKLEB CF airway cells viability, ATPlite luminescence, overnight; stronger effect = lower value; cells stimulated with P. aeruginosa culture filtrate; activity change (cytotoxicity), % at 5 µM; actives 0.36% (n = 360,000); AID 602141;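 active = corrected activity change at or below -50% at 5 µM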
HIF-2a block: blocks HIF-2a reporter activity; 786-0 RCC cells HIF-2a reporter, luciferase luminescence, overnight; inhibition, % at 18.8 µM; actives 0.72% (n = 360,000); AID 624352;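 active = inhibition of the luminescence signal of 40% or more relative to plate controls, in a single-dose primary screen at 18.75 µM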
Shn3 3UTR inh: inhibitors of Schnurri-3 3'UTR reporter in osteoblasts; Clone20 osteoblast Shn3 3'UTR firefly luciferase, 24 h; inhibition, % at 12.5 µM; actives 0.52% (n = 360,000);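 active = mean inhibition of at least 75% with every replicate also reaching 75%; inconclusive = mean inhibition at least 75% but some replicate below; inactive = mean inhibition below 75%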;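 also: 0% = median of neutral control wells and 100% = pilot-screen positive control compound; some compounds past the cut are filed as inactive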
MITF TRPM1 inh: MITF TRPM1 promoter inhibition in SK-MEL-5 cells; actives 0.83% (n = 330,000); SK-MEL-5 TRPM1 promoter luciferase, 24 h; inhibition, % at 12.5 µM; AID 488899;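 active = mean inhibition across replicates of 60% or more, whatever share of single replicates reaches that level; inconclusive = some that reach 60%, reason not given; inactive = mean inhibition across replicates below 60%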; also: values of inactives mirror those of a sister screen read the other way
NR2E3 ag-2: activates human photoreceptor nuclear receptor NR2E3. Q9Y5X4. GST-NR2E3/biotin-RetCOR TR-FRET, 1536-well. inhibition of corepressor binding, % at 4.78 µM. actives 0.12% (n = 320,000). AID 2300;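 active = percent inhibition above the cutoff of mean plus 3 SD of all tested compounds, set per screening campaign, cut at about 20% in these data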;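 also: 0% = DMSO wells and 100% = biotin wells as full block of FRET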
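Material: NR2E3–RetCOR corepressor complex | Quantity: 1.35 nM GST-tagged NR2E3 final | Schedule: 5 h at 4 °C | Replication: Singlicate compound wells | Reagent: RetCOR corepressor, biotinylated, 7 nM | Controls: Biotin wells as high control, 0.6% DMSO wells as low control | Signal: TR-FRET, Eu(K)-anti-GST donor, streptavidin-D2 acceptor, ex 340, em 617/671 nm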
CF NFkB block: inhibitors of cystic fibrosis induced NF-kB; actives 0.86% (n = 360,000); AID 588850; KKLEB NF-kB-GFP reporter, PAF-induced, GFP fluorescence overnight; inhibition, % at 5 µM;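 active = at least 50% inhibition at 5 µM, scaled per plate between neutral and stimulator controls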;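 also: PAF is a Pseudomonas aeruginosa culture filtrate used as stimulus; plate controls were PAF-stimulated DMSO wells for no effect and unstimulated DMSO wells for full effect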
Numbers without * were called inactive; ? = inconclusive; / = no result given; & = joins results of further samples.

SMILES	NR2E3 ag-1	TWEAK Fn14 block	Peg3 promoter	C8 TRAIL sens	TROY signal inh	KKLEB cytotox	HIF-2a block	Shn3 3UTR inh	MITF TRPM1 inh	NR2E3 ag-2	CF NFkB block
Cn1cnc2c(=O)[nH]cc([N+](=O)[O-])c21	4	-17	-6	4	9	1	17	-51	-2	1	-12
COC(=O)c1cnn(-c2ccc(Cl)cc2)c1/C=N/NC(N)=S	-3	30	22	11	15	4	16	-13	33	2	4
Cn1c(=N)n(CC(=O)C(C)(C)C)c2ccccc21	-39	-20	-88	-12	-23	-3	-136	-8	-29	0	13
Cc1cc(OCC(O)CN2CCc3ccccc3C2)cc(C(C)C)c1 (stereo not given)	0	15	9	-4	0	-11	19	-3	7	0	18
O=C(Nc1ccc2c(c1)OCCO2)N1CCN(c2ccccc2)CC1	-5	27	-74	-15	-64	6	-91	-46	5	-1	-4
COC(=O)C1=C(NC(=O)c2ccccc2C)CCS1	0	5	-1	5	-21	21	1	9	-2	0	-25
CCOC(=O)N1CCC(Nc2c(NCCCN(CC)Cc3ccccc3)c(=O)c2=O)CC1	-20&-7	5&1	-4&5	-15&-15	6&-12	2&-9	-2&9	-8&2	4&-2	1	3&16
COCCn1c(SCC(=O)N(C)c2ccccc2)nc2c([nH]c3ccccc32)c1=O	-21	17	22	-1	-6	-8	18	-7	16	4	-10
O=C(Nc1ccc2c(c1)OCCO2)c1oc2ccccc2c1NC(=O)C1CC1	-4	19	-8	-8	4	4	-63	-16	1	6	-1
Cc1cnc(C(=O)NC(C)CCc2ccccc2)cn1 (stereo not given)	0	15	-5	2	6	-9	-11	-3	-8	4	12
Cc1cc(C(=O)CSc2nnnn2-c2ccccc2)c(C)n1CC1CCCO1 (stereo not given)	-74	-2	-238	23	29	-11	-186	-82	-47	0	-9
C#CCOCCOCCOCCNc1nc(N2CCN(C(=O)CCCCCCCCCCNC(=O)Cn3cc(C[C@@H](C)O)nn3)CC2)nc(N2CCN(C(=O)CCCCCCCCCCNC(=O)[C@H](CCCN=C(N)N)n3cc(C[C@@H](C)CC)nn3)CC2)n1	-30	-21	-1	4	8	7	5	-1	?	1	16
CCN(C)C1CN(Cc2cn(Cc3cccc(C(F)(F)F)c3)nn2)S(=O)(=O)C1 (stereo not given)	-16	1	/	-17	-10	/	11	/	/	/	/
Cc1cc(C)c(C)c(S(=O)(=O)NCc2ccc(C(=O)N3CCCCC3)cc2)c1C	7	2	37	5	8	6	25	12	-3	1	3
CCOc1ccccc1-n1c(=S)sc2c(=O)n(-c3ccc(F)cc3)c(SCC(=O)O)nc21	-12	2	3	-4	11	11	6	15	2	-2	-7

The list goes on, overlapping the part above by 5 compounds.
SMILES	NR2E3 ag-1	TWEAK Fn14 block	Peg3 promoter	C8 TRAIL sens	TROY signal inh	KKLEB cytotox	HIF-2a block	Shn3 3UTR inh	MITF TRPM1 inh	NR2E3 ag-2	CF NFkB block
Cc1cc(C(=O)CSc2nnnn2-c2ccccc2)c(C)n1CC1CCCO1 (stereo not given)	-74	-2	-238	23	29	-11	-186	-82	-47	0	-9
C#CCOCCOCCOCCNc1nc(N2CCN(C(=O)CCCCCCCCCCNC(=O)Cn3cc(C[C@@H](C)O)nn3)CC2)nc(N2CCN(C(=O)CCCCCCCCCCNC(=O)[C@H](CCCN=C(N)N)n3cc(C[C@@H](C)CC)nn3)CC2)n1	-30	-21	-1	4	8	7	5	-1	?	1	16
CCN(C)C1CN(Cc2cn(Cc3cccc(C(F)(F)F)c3)nn2)S(=O)(=O)C1 (stereo not given)	-16	1	/	-17	-10	/	11	/	/	/	/
Cc1cc(C)c(C)c(S(=O)(=O)NCc2ccc(C(=O)N3CCCCC3)cc2)c1C	7	2	37	5	8	6	25	12	-3	1	3
CCOc1ccccc1-n1c(=S)sc2c(=O)n(-c3ccc(F)cc3)c(SCC(=O)O)nc21	-12	2	3	-4	11	11	6	15	2	-2	-7
CCOc1cc(C(=O)Nc2ccon2)cc(OCC)c1OCC	-3	21	5	-11	-29	4	-14	18	-1	1	-11
COc1cc(F)c(C2=CC(=O)C[C@H](c3ccc(Cl)cc3)C2)cc1F	-14	-20	11	-6	-8	-1	10	1	-5	5	12
O=C(Nc1ccc(F)cc1)C1CCN(C(=O)c2ccc(F)cc2)CC1	1	6	-2	-2	-7	12	13	5	7	5	2
CCCCC(=O)N/N=C(C)/C=C/c1ccccc1F	-10	-2	-100	2	-1	-1	-107	-44	-6	/	10
ON1C(c2ccccc2C(F)(F)F)N(O)[C@H]2CCCC[C@H]21 (stereo not given in full)	-12	-1	6	3	-6	12	12	-12	2	-1	-5
CCC(OC(=O)C(NC(=O)c1ccccc1)c1ccccc1)C(=O)Nc1cc(C)on1 (stereo not given)	-11	5	9	-15	-4	-9	10	-11	3	-2	-4
Cc1ccc(NC(=O)C2CCN(S(=O)(=O)c3ccc4c(c3)C(C)(C)C(=O)N4C)CC2)c(C)c1	9	10	7	4	-3	-3	11	6	4	0	-14
Cc1ccc(-n2nc3c(=O)n(C(C)C(=O)NC4CC4)nc(C)c3c2C)cc1 (stereo not given)	-6	16	1	-3	1	4	12	-9	1	1	-4
CCC(=O)N(C)CCc1cc2c(c(OC)c1/C=N/NC(=O)c1ccncc1)OCO2	-5	-10	7	7	10	3	16	-1	5	1	2
Cc1ccc(NS(=O)(=O)c2c(C(=O)N3CCOCC3)c(C)n(C)c2C)cc1	14	3	6	10	-14	4	8	-6	5	3	-7
CCC(=O)Nc1ccc(C(=O)NNC(=O)c2cccs2)cc1	-9	-5	14	-2	-1	18	-9	-14	-22	0	6
CCN(CC(=O)NCc1cccs1)CC(=O)Nc1ccc(C(N)=O)cc1	2	1	5	5	12	-2	-8	-8	-5	/	6
CCc1nc(N2CCN(S(C)(=O)=O)CC2)c2c3c(sc2n1)CCCC3	-28	17	19	-5	3	17	19	2	-2	4	-14
COc1cc(/C=C2\SC(=O)N(c3cccc(Cl)c3)C2=O)cc([N+](=O)[O-])c1O	-3	33	16	0	17	3	-44	-24	7	/	17
NS(=O)(=O)c1ccc2nc(NC(=O)CS(=O)(=O)c3ccccc3)sc2c1	-9	-7	-7	4	-12	-5	-3	-28	-15	-1	4

One compound at a time, from the list above:
`CCCCC(=O)N/N=C(C)/C=C/c1ccccc1F` across the screens: NR2E3 ag-1 = -10; TWEAK Fn14 block = -2; Peg3 promoter = -100; C8 TRAIL sens = 2; TROY signal inh = -1; KKLEB cytotox = -1; HIF-2a block = -107; Shn3 3UTR inh = -44; MITF TRPM1 inh = -6; NR2E3 ag-2 = /; CF NFkB block = 10
`COc1cc(/C=C2\SC(=O)N(c3cccc(Cl)c3)C2=O)cc([N+](=O)[O-])c1O` across the screens: NR2E3 ag-1 = -3; TWEAK Fn14 block = 33; Peg3 promoter = 16; C8 TRAIL sens = 0; TROY signal inh = 17; KKLEB cytotox = 3; HIF-2a block = -44; Shn3 3UTR inh = -24; MITF TRPM1 inh = 7; NR2E3 ag-2 = /; CF NFkB block = 17
`COc1cc(F)c(C2=CC(=O)C[C@H](c3ccc(Cl)cc3)C2)cc1F` across the screens: NR2E3 ag-1 = -14; TWEAK Fn14 block = -20; Peg3 promoter = 11; C8 TRAIL sens = -6; TROY signal inh = -8; KKLEB cytotox = -1; HIF-2a block = 10; Shn3 3UTR inh = 1; MITF TRPM1 inh = -5; NR2E3 ag-2 = 5; CF NFkB block = 12

Remaining list, next part
SMILES	NR2E3 ag-1	TWEAK Fn14 block	Peg3 promoter	C8 TRAIL sens	TROY signal inh	KKLEB cytotox	HIF-2a block	Shn3 3UTR inh	MITF TRPM1 inh	NR2E3 ag-2	CF NFkB block
COCC(C)n1c(SCC(=O)NCCC2=CCCCC2)nc2ccccc2c1=O (stereo not given)	12	-9	21	-12	-14	2	21	-7	4	4	0
CN1CCN(CCNC(=O)c2ccc(CS(=O)c3ccc(Br)cc3)o2)CC1 (stereo not given)	18	-17	6	13	-16	1	19	6	/	/	-28
Cc1cc(C)cc(NC(=O)COC(=O)Cn2cnc3c2c(=O)n(C)c(=O)n3C)c1	6	1	-11	1	16	4	9	0	-12	2	-13
CCOC(=O)c1cc(-c2csc(COc3ccccc3)n2)on1	-2	8	4	-18	-5	13	14	-49	4	3	0
COC(=O)c1ccc(NC(=S)Nc2ccccc2)cc1	-4	-10	-67	8	-19	12	-67	-2	-17	5	2
CCn1c(SCC(=O)N2CCN(C(=O)c3ccco3)CC2)nnc1C(C)C	-28	17	3	-5	1	17	13	1	-4	5	0
O=C1C=C(c2ccc(Cl)cc2)OC2(CCCC2)O1	-15	18	-1	7	-17	-6	-2	6	-2	-2	7
CN(C)CCCN1C(=O)c2cccc3cccc(c23)C1=O	-32	-12	27	22	-39	13	24	-26	9	5	-72
CCOC(=O)c1cnn(-c2nc(C)cc(C)n2)c1N	-10	-4	-24	2	-6	-1	-47	-16	-13	-2	15
Cc1ccc(N(CC(=O)NCc2cccnc2)S(C)(=O)=O)cc1C	-26	7	-5	17	15	-1	6	-33	11	0	9
COc1cccc(OC2(C)CCN(Cc3cccn3-c3nccs3)C2)c1 (stereo not given)	-43	0	6	17	8	4	19	11	/	/	10
Cc1coc2c1c(C)cc1oc(=O)c(CC(=O)NCCCCCC(=O)O)c(C)c12	-54	-12	-5	-2	10	9	14	-12	-1	0	-21
Cc1cccc(NC(=O)c2cc(Cl)nc3ccccc23)n1	-43	-11	13	-2	1	5	1	-7	9	-6	-16
COc1ccc(C)cc1Nc1n[n+](-c2ccccc2)c(-c2ccc(OC)c(OC)c2OC)s1	-8	-16	3	17	18	-6	6	32	26	0	8
O=C(Nc1ccccc1)c1cccc(S(=O)(=O)NCc2ccco2)c1	-2	0	-1	11	1	-4	12	48	20	0	6
CCCCC1(C)NC(=O)N(CC(=O)Nc2ccc(S(=O)(=O)N3CCOCC3)cc2)C1=O (stereo not given)	-2	-1	-6	0	13	0	2	-4	20	-4	15
COC(=O)CCn1nnc(-c2cccs2)n1	-6	-3	7	-8	-11	-2	2	10	-1	0	12
COc1ccc(C2SCC(=O)N2c2c(C)n(C)n(-c3ccccc3)c2=O)cc1 (stereo not given)	36	11	5	-2	2	-2	0	-6	7	0	-6
O=C(Nc1cccc2ncccc12)c1ccc([N+](=O)[O-])o1	17	18	51*	25	13	6	23	20	46	1	26
Cn1c(COc2ccccc2Br)nc2ccccc21	-94	-21	-299	8	-78	2	-293	-26	-57	4	-14

Reprinted at random: 2 compounds from above, in no set order.
SMILES	NR2E3 ag-1	TWEAK Fn14 block	Peg3 promoter	C8 TRAIL sens	TROY signal inh	KKLEB cytotox	HIF-2a block	Shn3 3UTR inh	MITF TRPM1 inh	NR2E3 ag-2	CF NFkB block
CCC(=O)Nc1ccc(C(=O)NNC(=O)c2cccs2)cc1	-9	-5	14	-2	-1	18	-9	-14	-22	0	6
CN1CCN(CCNC(=O)c2ccc(CS(=O)c3ccc(Br)cc3)o2)CC1 (stereo not given)	18	-17	6	13	-16	1	19	6	/	/	-28

Only part of the results is shown; rates above refer to the full screens.
